LMNA splice mod – modulators of lamin A splicing; HeLa LMNA splicing GFP/RFP minigene ratio, 48 h; actives 0.01% (n = 200,000); AID 1487; Potency, µM (highest dose often 46.1 µM), inactives show at the top dose ratio change, negative = inhibition, hits mostly inhibitors; active = well fitted inhibition curve with a large enough effect in the signal ratio, with a control signal flat, not every such curve was filed as active; inconclusive = small, poorly fitted or top-dose-only effect, or effect the other way, or a change in a side signal; the % refers to the signal ratio; note: % is set by controls: 0 for no effect and ±100 for the full control effect
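Read-out is the ratio of GFP to DsRed2 object intensity, acquired by 488 nm laser-scanning cytometry on HeLa lamin A-EGFP minigene reporter cells. Compound incubation 48 hrs at 37 °C in Opti-MEM with 2% FBS; DMSO 0.5% final.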
ALDH1A1 inh – inhibitors of human aldehyde dehydrogenase 1A1; Purified ALDH1A1, NADH fluorescence, propionaldehyde substrate; P00352; Potency, µM (series often up to 75.3 µM), inactives show at the highest dose activity, negative = inhibition, usual class: inhibitors; actives 7.3% (n = 220,000); active = well fitted inhibition curve with a large enough effect, not every such curve was filed as active; inconclusive = small, poorly fitted or top-dose-only effect, or another doubt; inactive = no such curve, though single readings can be large or run the other way;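 note: plate controls were no enzyme wells and a reference inhibitor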
KDM4E inh – inhibitors of human JMJD2E histone demethylase. B2RXH2. JMJD2E catalytic domain, FDH-coupled NADH fluorescence (FDH is formaldehyde dehydrogenase). Potency, µM (doses to about 57.1 µM), for the others: top-dose activity change, negative = inhibition, hits mostly inhibitors. actives 1.6% (n = 230,000); active = well fitted inhibition curve with a large enough effect, not every such curve was filed as active; inconclusive = small, poorly fitted or top-dose-only effect, or another doubt; inactive = no such curve, though single readings can be large or run the other way;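 note: 0% = wells with enzyme and -100% = buffer wells without enzyme; nearly all actives have a fitted effect of over 50% in size; many of its hits are not listed in these tables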
Target sequence (B2RXH2 1-337 limits assumed): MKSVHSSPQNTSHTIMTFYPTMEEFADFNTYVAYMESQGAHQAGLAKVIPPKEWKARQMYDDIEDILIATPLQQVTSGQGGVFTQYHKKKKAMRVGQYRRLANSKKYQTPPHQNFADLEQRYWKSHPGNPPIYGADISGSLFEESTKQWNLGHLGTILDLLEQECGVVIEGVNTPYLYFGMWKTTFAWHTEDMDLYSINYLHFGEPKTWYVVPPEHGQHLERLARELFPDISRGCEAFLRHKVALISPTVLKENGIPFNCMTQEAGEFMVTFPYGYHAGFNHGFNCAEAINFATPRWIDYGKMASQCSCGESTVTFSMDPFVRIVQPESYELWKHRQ
RECQ1 inh – inhibitors of human RECQ1 DNA helicase. Potency, µM (titrated, usually from 57.3 µM), without a hit: at the highest dose activity, negative = inhibition, hits mostly inhibitors. AID 2549. P46063. actives 0.54% (n = 240,000). RECQ1 DNA unwinding, red fluorescence kinetic read;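 note: plate controls were vehicle for no effect and no enzyme for full effect; nearly all actives have a fitted effect of over 30% in size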
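RECQ1T1 50 nM; forked duplex (20 bp + 30-nt ss tails) 200 nM, ATP 2 mM final; pH 8.0, 2 mM MgCl2, 2.5 ug/ml poly(dI-dC); 15 min compound preincubation; discontinuous kinetic read over 2 h at RT.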
SMN2 splice up – SMN2 splice variant enhancement. Potency, µM (series often up to 46.1 µM), for inactives: at the top dose activity change, positive = activation, actives largely listed as activators. actives 2.8% (n = 210,000). HEK293 SMN2-luciferase splicing reporter, luminescence, 30-36 h; note: % of control where 0% means no effect; nearly all actives have a fitted effect of over 55% in size
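HEK293 cells carry an SMN2 minigene-luciferase reporter in which exon 7 inclusion puts luciferase in frame. Cells were seeded at 2000 cells/well, attached for 10-12 hours, then exposed to compounds for 30-36 hours at 37C before ONE-Glo luminescence.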
GoLoco inh red – blocks human Gai1 binding to RGS12 GoLoco peptide, red readout; AID 880; P63096; actives 0.44% (n = 230,000); Potency, µM (titrated, usually from 61.6 µM), inactives show at the top dose activity, negative = inhibition, most hits filed as inhibitors; Gai1:RGS12 GoLoco peptide FP, rhodamine, 10 min; active = well fitted inhibition curve with a large enough effect, not every such curve was filed as active; inactive = no such curve, though single readings can be large or run the other way; note: % is set by controls: 0 for no effect and ±100 for the full control effect; nearly all actives have a fitted effect of over 30% in size; many of its hits are not listed in these tables
Target sequence (P63096 whole entry, looked up): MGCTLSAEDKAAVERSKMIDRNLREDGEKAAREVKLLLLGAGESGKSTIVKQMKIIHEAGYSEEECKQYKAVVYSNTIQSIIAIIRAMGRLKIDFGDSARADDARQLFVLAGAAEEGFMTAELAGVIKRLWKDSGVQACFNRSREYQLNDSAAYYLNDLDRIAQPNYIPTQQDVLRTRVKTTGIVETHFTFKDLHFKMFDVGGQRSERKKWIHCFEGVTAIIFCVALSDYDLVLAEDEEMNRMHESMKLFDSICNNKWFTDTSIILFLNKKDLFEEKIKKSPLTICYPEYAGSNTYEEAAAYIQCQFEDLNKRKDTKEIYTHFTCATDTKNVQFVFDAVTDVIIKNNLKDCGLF
TRb SRC2 PPI – inhibitors of human thyroid hormone receptor beta-SRC2 interaction. P10828. TRbeta-SRC2 peptide binding, fluorescence polarization; receptor liganded with 1 µM T3. Potency, µM (doses to about 106 µM), inactives show at the top dose activity change, negative = inhibition, actives largely listed as inhibitors. actives 0.065% (n = 280,000). AID 1469;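 note: plate controls were bound peptide for no effect and peptide without receptor for full effect; nearly all actives have a fitted effect of over 50% in size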
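Quantitative HTS by FP: 0.6 uM TRb LBD, 20 nM labeled SRC2 20-mer, 1 uM T3, 5% DMSO; 5 hr ambient incubation; % activity per concentration and potencies from concentration series.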
TexasRed fluor – alters Texas Red total fluorescence, flagging assay interference; TRb/SRC2 Texas Red total fluorescence interference; actives 0.29% (n = 280,000); Potency, µM (doses to about 106 µM), for the others: top-dose fluorescence change, negative = quenching; active = well fitted curve in either direction with a large enough effect; inconclusive = small, poorly fitted or top-dose-only effect; note: % is set by controls: 0 for no effect and ±100 for the full control effect
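Flags fluorescent or light-absorbing compounds by total fluorescence, S + 2P, at 555 nm excitation and 632 nm emission. Mixture: 20 nM Texas Red SRC2 peptide, 0.6 uM human TRb LBD, 1 uM T3, 5% DMSO; compound exposure 5 h at ambient temperature.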
An asterisk follows results filed as active; i = inactive; u = inconclusive; x = not tested or not shown; & = joins results of further samples; ! = not active in a repeat; [ ] = dose if it differs, or a comment. Unless noted, calls come from the whole dose curve; as a rule, active = well fitted curve in the direction sought with a large enough effect; inconclusive = small, poorly fitted or top-dose-only effect, or another doubt; inactive = no such curve, though single readings can be large; an effect the other way counts as inactive or inconclusive. Potency is the fitted concentration of half-maximal effect. This is a subset, so the mix of outcomes need not match the whole.

SMILES	LMNA splice mod	ALDH1A1 inh	KDM4E inh	RECQ1 inh	SMN2 splice up	GoLoco inh red	TRb SRC2 PPI	TexasRed fluor
O=C(NCCCCc1ccccc1)C1CC(c2cccc(F)c2)=NO1 (configuration not stated)	x	x	-25%	-10%	x	4%	-4%	-2%
CCCCOc1ccc(NC(=O)c2cnc(C)cn2)cc1	-17%	-2%	u	i	-5%	-8%	3%	-5%
COC1(OC)N=C(N)C2(C#N)C(c3ccc4c(c3)OCO4)C12C#N (configuration not stated)	u	u	u	-9%	-31%[inhibitor]	-2%	2%	3%
Cc1ccc2nc(SCc3nnc(-c4cccs4)o3)[nH]c2c1	-2%	22µM*	-4%	-4%	17%	29%	-3%	-2%
CCN1CCN(CCCN(Cc2cccs2)C(=S)Nc2ccccc2C)CC1	-6%[46 µM]	6%	-5%	i	-13%	8%	-5%	0%
O=C(Nc1ccc(Oc2ccc3ccccc3c2)cc1)c1ccco1	u	5%	4%	-4%	-35%[inhibitor]	13%	10%	3%
CCCn1c(=O)c2ccccc2n2c(SCC(=O)Nc3cc(C)on3)nnc12	-2%	u	3%	i	2%	5%	6%	3%
CSc1ccccc1NC(=O)COc1ccccc1Cl	11%	-12%	u	-6%	u	0%	8%	-3%
Nc1ccc(C(=O)OCC(=O)Nc2ccc3c(c2)OCO3)cc1[N+](=O)[O-]	-13%	0%	0%	9%	-28%	-2%	3%	-1%
O=Cc1ccc(-c2ccc(C(=O)O)cc2)o1	x	x	u	21%	x	-6%	4%	-3%
O=C(O)Cn1c(-c2ccccc2)nc2ccccc21	2%	-6%	u	17%	0%	2%	0%	-1%
CCC(C)(C)NC(=O)CN(C(=O)CCC(=O)Nc1ccccn1)c1ccc(F)c(Cl)c1	-3%	5%	3%	-3%	14%	-3%	-6%	-4%
CC(C)NC(=O)N1CC[C@@]2(CCCN(C(=O)c3ccco3)C2)C1	x	u	x	i	2%	11%	x	x
Cn1c(SCC(=O)NNC(=S)Nc2ccccc2)nnc1-c1ccccc1	x	x	5%	i	x	4%	4%	-4%
Clc1ccc(-n2c(SCc3nc4ccccc4[nH]3)nnc2-c2ccncc2)cc1	4%	1%	0%	i	-21%	7%	0%	3%
O=C(Cc1cc(=O)[nH][nH]1)N/N=C/c1cccc(Cl)c1Cl	u	14%&3%	4µM*!	0%	4%	5%	2%&1%	-3%&-2%
NS(=O)(=O)c1ccc(NC(=S)NCc2ccccc2Cl)cc1	-5%	25µM*	2%	-11%	8%	-6%	7%	-1%
COC(=O)c1cc(-c2cccc(OC)c2)n[nH]1	5%	6%	-3%	4%	u	-7%	-6%	0%
COC(=O)c1sccc1NC(=S)N1CCN(c2ccccc2F)CC1	-11%	-12%	2%	7%	-5%	-7%	5%	-2%
O=C(NC(CC(=O)N1CCN(c2ccccc2)CC1)c1ccccc1)c1ccccc1Cl (configuration not stated)	u	6%	-3%	-6%	-11%	5%	-2%	0%
Cn1c(=O)c(=O)n(C)c2cc(S(=O)(=O)N3CCCC3C(=O)NCc3cccnc3)ccc21 (configuration not stated)	x	x	u	-1%	x	-1%	7%	-4%
O=C(c1ccco1)N1CCN=C1SCc1cccc(F)c1	4%	-11%	3%	4%	-24%	-10%	-6%	-3%
CCOC(=O)CNS(=O)(=O)c1ccc(C)cc1	-6%	12%	1%	-3%	-13%	-1%	8%	0%
N#Cc1ccc(C23CC4(C2)[C@H](CN(Cc2ccc(-c5ccccc5)cc2)[C@@H]4c2ccccc2)C3c2ccc(C(F)(F)F)cc2)cc1 (some centres not stated)	x	14%	10%&-25%	-2%	-8%	1%&8%	0%&2%	-4%&-2%
COC(=O)C1C2CCC(C2)C1C(=O)OCC(=O)c1ccc(C)cc1 (configuration not stated)	-2%	2%	-1%	-16%	-11%	-14%	3%	-3%
O=C(c1ccncc1)N1CCC2(CC1)CCN(c1ccncc1)CC2	x	-4%	x	-10%	-18%	-5%	x	x
CCCC[n+]1ccn(-c2nc3ccccc3nc2[N-]S(=O)(=O)c2cccs2)c1	x	x	-5%	4%	x	1%	4%	-1%
CNc1ccc(SC#N)cc1	u	8.9µM*	-6%	-5%	-5%	15%	4%	-4%
COc1ccc(-c2nc(C=O)cs2)cc1	x	x	6%	-6%	x	5%	7%	0%
CCC/C=C(\CCC)C(NS(=O)(=O)c1cccs1)c1ccc(C(=O)OC)cc1 (configuration not stated)	x	-14%	2%	-11%	-12%	1%	3%	2%
O=C(NC(=S)Nc1ccc(S(=O)(=O)Nc2nccs2)cc1)C1CC1	x	x	2%	i	x	-136%	-1%	-3%
Cc1cc(C(=O)N=Nc2c(O)n(C(C)C)c3ccccc23)n[nH]1	u	u	5%	-11%	x	x	-6%	-1%
O=C(NNC(=O)c1csc(-c2cccnc2)n1)c1ccccc1	x	x	-21%	0%	x	0%	-4%	-1%
CCc1nnc(NC(=O)CSc2nc3ccccc3c(=O)n2CCCOC)s1	-8%	-2%	-3%	0%	-39%[inhibitor]	6%	5%	-3%
COc1nc(Oc2ccc(C(=O)OCC(N)=O)cc2)nc(N(C)C)n1	14%	11%	2%	12%	-10%	-2%	-13%	-1%
COC(=O)C1=C(C)N(CCc2cc(OC)c(OC)c(OC)c2)C(=O)N[C@H]1c1ccccc1	10%[9.22 µM]	9%[13.5 µM]	5%[11.4 µM]	i[11.5 µM]	0%[9.22 µM]	6%[14.2 µM]	1%[11.2 µM]	-2%[11.2 µM]
O=C(NC1CC1)C1=C[C@@H](c2c[nH]c3ccccc23)C[C@@H](OCCCCO)O1	x	x	-7%	30%	x	3%	1%	1%
Cc1cccc2cc3c(NC(=O)c4ccccn4)nn(C)c3nc12	-2%	-12%	u	i	-5%	32%[activator]	-9%	2%
C/C(=N\NC(=O)c1ccc(CN(C)S(=O)(=O)c2ccc(C)cc2)cc1)c1ccc(OC(F)F)cc1	u	25µM*	9%	-6%	x	x	-3%	-2%
C/C(=N/NC(=S)Nc1ccccc1)c1ccc2c(c1)OCO2	u	u	-18%	-1%	9%	15%	8%	7%

Taken from above.
O=C(c1ccco1)N1CCN=C1SCc1cccc(F)c1 – ALDH1A1 inh = -11%
Cc1cc(C(=O)N=Nc2c(O)n(C(C)C)c3ccccc23)n[nH]1 – TexasRed fluor = -1%

Further results follow:
SMILES	LMNA splice mod	ALDH1A1 inh	KDM4E inh	RECQ1 inh	SMN2 splice up	GoLoco inh red	TRb SRC2 PPI	TexasRed fluor
CN(C)S(=O)(=O)c1cccc(NC(=O)c2n[nH]c(=O)c3ccccc23)c1	-18%[46 µM]	u	u	i	-2%	11%	-1%	0%
COC(=O)c1sc(NC(=S)NC(=O)c2ccccc2C)nc1C	u	12%	-9%	-8%	x	14%	-3%[53 µM]	-2%[53 µM]
CCOC(=O)CNCCC(=O)c1ccc(Br)cc1	-18%	0.28µM*	9%	-4%	-12%	-31%	2%	-5%
CCOC(=O)c1cnc2ccc(OCC)cc2c1N1CCN(C)CC1	-6%	u	-3%	1%	x	x	-3%	1%
O=C(O)CC1NC(=S)N(c2ccccc2)C1=O (configuration not stated)	-10%	5%	0%	0%	7%	-12%	-9%	0%
CC1CCN(C(=S)c2cccc(O)c2)CC1	x	32µM*	-3%	-5%	-4%	2%	-2%	-3%
CCn1c(SCC(=O)NCCOC)nc2sc(C)c(C)c2c1=O	4%	-15%	-2%	i	11%	-16%	-18%	0%
O=C(NCCc1ccccc1)c1cc(-c2ccc3c(c2)OCO3)on1	u	2%	-5%	-6%	6%	6%	-7%	1%
COc1ccc(-c2ccc3c(n2)sc2c(=O)[nH]c(=O)[nH]c23)cc1OC	8%[9.22 µM]	u	u	-15%	14%	3%	5%	2%
C[C@H]1CC2[C@@H]3CCC4=CC(=O)C=C[C@]4(C)[C@@]3(Cl)[C@@H](O)C[C@]2(C)[C@@]1(O)C(=O)CO (some centres not stated)	u	6%	5%	-11%	4%	13%	-4%	-1%
CCn1c(SC2CCOC2=O)nnc1-c1ccc(Cl)cc1 (configuration not stated)	16%[46 µM]	5%	9%	i	12%	8%	-5%	-1%
Nc1nonc1C(=O)N/N=C/c1ccc(-c2cccc([N+](=O)[O-])c2)o1	8%	-4%	-4%	i	-17%	-4%	-9%	0%
O=C(NC1CCCC1)c1ccc(S(=O)(=O)N2CCOCC2)cc1	-4%	4%	3%	16%	25%	0%	-5%	-3%
Cc1oc(-c2cccc(Cl)c2)nc1CN1CCC(C(=O)NCc2ccco2)CC1	4%	8%	2%	-2%	-11%	2%	4%	1%
Nc1ccc(-c2cc(-c3ccc(N)cc3)nc(-c3ccccc3)n2)cc1	-5%	u	-3%	i	2%	-4%	-2%	-3%
CCC[C@@H]1C[C@@]1(CCC)[C@@H](NC(=O)Oc1ccccc1)c1ccc(C(=O)OC)cc1	x	3%	0%	-2%	-8%	2%	4%	-1%
CC1CN(CCc2ccccc2)c2nc3c(c(=O)[nH]c(=O)n3C)n2C1 (configuration not stated)	u	-14%	8%	i	12%	0%	0%	-3%
Cc1ccc(C)c(CSc2nnc(-c3cccnc3)n2N)c1	8%	u	3%	-2%	-2%	4%	0%	-3%
O=C1NC(CCc2ccccc2)C(=O)N1Cc1ccc(Br)cc1 (configuration not stated)	x	9%	3%	-1%	-4%	32%[activator]	1%	-4%
CC(C)(C)C(=O)NC(=S)Nc1ccccc1C(N)=O	-10%	u	u	-13%	0%	-1%	-2%	-2%
COc1ccc(C(C)=O)cc1CSc1nc2cc(Cl)ccc2o1	u	25µM*	-2%	-12%	-44%[inhibitor]	11%	-1%	-4%
O=C(CCN1C(=O)C2CC=C(Cl)CC2C1=O)NC1CCCCC1 (configuration not stated)	8%	1%	3%	i	3%	10%	-4%	-2%
COc1ccccc1-c1nnc(SCC(=O)NC2CCS(=O)(=O)C2)n1N (configuration not stated)	7%[46 µM]	12%	-4%	3%	-6%	0%	-3%	-1%
COc1ccccc1OCCN1CSC(=S)N(C)C1	u	-9%	4%	-5%	-75%[inhibitor]	-5%	0%	-1%
